# High-throughput results deposited in PubChem by Broad Institute.
# esBAF inh: SWI/SNF esBAF complex inhibition; mouse ES cells, Bmi1-luciferase knock-in reporter, 24 h; 100% = twice the neutral-well signal; reporter increase, % at 12.5 µM; actives 2% (n = 350,000); in the data active = activation above about 40%; inconclusive = no clear call, values can overlap the other calls;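 note: 0% = median of the plate's neutral control wells and 100% = double that signal; a rise in the Bmi1 reporter signal indicates esBAF inhibition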
# LGR2 antag: inhibitors of bursicon-induced Drosophila LGR2 receptor cAMP signaling. HEK293 LGR2, CRE-luciferase, bursicon-stimulated, 4 h. inhibition, % at 9.99 µM. actives 0.35% (n = 380,000);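 active = drop in luminescence signal, shown as inhibition above about 50% in the replicate tests, limit read from the data, passing the limit was not always enough; inconclusive = probably only some replicates passing the limit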;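 note: agonist challenge used bursicon conditioned medium at about half maximal strength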
# SIRT5 block: sirtuin-5 (human) deacylase inhibition; inhibition, % at 15 µM; actives 1.1% (n = 330,000); Q9NXA8; Purified SirT5, succinyl-peptide AMC, trypsin-coupled fluorescence; AID 652115; in the data active = inhibition above about 15%; inconclusive = no clear call, values can overlap the other calls
# Target sequence (Q9NXA8 whole entry, looked up): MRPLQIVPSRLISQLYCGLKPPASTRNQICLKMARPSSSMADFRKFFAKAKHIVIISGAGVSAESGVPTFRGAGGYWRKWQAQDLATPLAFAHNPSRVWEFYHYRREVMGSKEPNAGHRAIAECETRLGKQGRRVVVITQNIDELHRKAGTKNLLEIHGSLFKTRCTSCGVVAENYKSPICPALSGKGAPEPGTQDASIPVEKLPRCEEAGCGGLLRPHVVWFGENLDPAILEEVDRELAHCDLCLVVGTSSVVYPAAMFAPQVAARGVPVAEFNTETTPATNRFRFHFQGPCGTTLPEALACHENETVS
# * hit, by the source's call; ? = inconclusive; · = not tested or not shown.
SMILES,esBAF inh,LGR2 antag,SIRT5 block
O=C(Nc1ccc2c(c1)OCO2)Nc1ccc(Br)cn1,32.7,·,·
Cc1cc(C)nc(N2C(=O)CC(C(=O)O)NC2=NCCc2c[nH]c3ccccc23)n1 (centres undefined),-1.7,·,·
CCCNC(=O)c1ccc(CN2CCc3ccccc3C2)cc1,13.6,·,·
Cn1c(SC/C=C/c2ccccc2)nnc1-c1cnccn1,-1.5,·,·
CCOc1cc(-c2c(C)c(C)nc(N)c2C#N)ccc1O,4.3,·,·
Cc1noc(C)c1CSc1nnnn1-c1ccc(Cl)cc1,4.2,·,·
CCOc1ccc(NS(=O)(=O)c2ccc3[nH]cc(C(=O)N(CC)CC)c(=O)c3c2)cc1,-5.4,·,·
COC(=O)COc1ccc2oc(=O)cc(C)c2c1,-3.7,·,·
Cc1cc(C)c2c(-n3cccc3)c(NC(=O)OCc3ccccc3)sc2n1,-19.7,·,·
N#Cc1cc(-c2ccccc2)oc1NC(=O)c1ccccc1,15.7,·,·
NS(=O)(=O)c1ccc(CNC(=O)CC23CC4CC(CC(C4)C2)C3)cc1,-2.0,·,·
COc1ccc(NC(=O)c2c(NC(=O)CNCc3ccco3)sc3c2CCC3)cc1,11.6,·,·
COc1ccc(NC(=O)CN2CCN(CC(=O)Nc3cc(OC)cc(OC)c3)CC2)cc1,-0.2,·,·
CCOC(=O)c1cnc(SC)nc1Nc1cccc(F)c1,-8.8,·,·
Cc1onc(-c2ccccc2Cl)c1C(=O)Nc1ccccc1N1CCOCC1,6.8,·,·
Cc1ccc(C2C(C#N)=C(N)SC(N)=C2C#N)c(C)c1,-8.2,·,·
COc1ccc(Nc2cc(C(=O)NCCCN3CCOCC3)c3ccccc3n2)c(OC)c1,-0.8,·,·
C=CCOC(=O)C1=C(C)OC(N)=C(C#N)C1c1ccoc1 (centres undefined),-11.0,·,·
C=CCn1c(SCC(=O)NCC(=O)OCC)nnc1-c1cccc(OC)c1,6.6,·,·
O=C(CSC1=NCCS1)Nc1cccc2ccccc12,-0.9,·,·
Cc1ccc(-n2[nH]c(C)c(C=NC34CN5CN(CN(C5)C3)C4)c2=O)cc1C,9.7,·,·
COc1ccc(OCCNS(=O)(=O)c2ccccc2)cc1,6.5,·,·
COc1ccc(CCNC(=O)CSc2ncnc3c2oc2ccccc23)cc1OC,0.9,·,·
COc1ccc(C2CC(=O)C3=C(C2)Nc2ncnn2C3c2ccccc2)cc1 (centres undefined),-12.3,·,·
Cc1cc(C)n2nc(-c3sccc3-n3c(C)ccc3C)cc2n1,15.6,·,·
Cn1c(N2C(=O)CC(Cc3ccccc3)C2=O)nc2ccccc21 (centres undefined),-3.8,·,·
COc1cc(/C=C2/C(=O)N=C(N)N2C)cc(OC)c1OC,-3.8,·,·
CSc1nc(C)c2c(n1)N(c1cccc(C)c1)CC2,1.4,·,·
c1ccc(N2CCN(c3cnccn3)CC2)nc1,9.1,·,·
O=C(Cc1cccs1)Nc1nnc(-c2ccncc2)s1,11.9,·,·
CCNCCC(=O)N1c2ccccc2Sc2ccc(NC(=O)OCC)cc21,7.9,·,·
O=C(O)Cc1ccc2[nH]c3ccc(CC(=O)O)cc3c2c1,-8.2,·,·
Cc1ccc(C(=O)Nc2nc(=O)n(C(=O)c3ccccc3Cl)s2)cc1,23.9,·,·
Cc1ccc(O)c(C(=O)c2cnc3c(c2)COc2ccc(C)cc2-3)c1,8.4,·,·
CC(Sc1nc(N2CCCCC2)c2c(c1C#N)CCCC2)C(=O)O (centres undefined),-7.3,·,·
COc1ccccc1N(C(=O)c1ccco1)C(C(=O)NC1CCCC1)c1cccnc1 (centres undefined),10.1,·,·

# Three compounds already listed, sorted by count of non-hydrogen atoms, highest first:
SMILES,esBAF inh,LGR2 antag,SIRT5 block
Cc1ccc(O)c(C(=O)c2cnc3c(c2)COc2ccc(C)cc2-3)c1,8.4,·,·
O=C(O)Cc1ccc2[nH]c3ccc(CC(=O)O)cc3c2c1,-8.2,·,·
O=C(Cc1cccs1)Nc1nnc(-c2ccncc2)s1,11.9,·,·

# Later entries.
SMILES,esBAF inh,LGR2 antag,SIRT5 block
COc1ccc(NC(=S)Nc2ccc(OCc3ccccc3)cc2)cc1OC,13.3,·,·
Nc1cc(=O)[nH]c(SCC(=O)Nc2ccc(Br)cc2)n1,-8.8,·,·
Cc1cc(Nc2ccc(Cl)cc2)n(-c2ccccc2)n1,-7.1,·,·
Cc1ccccc1-c1nc(Cc2ccccc2)no1,59.5*,·,·
COc1ccc(N=C2NN=C(c3ccc4c(c3)OCCO4)CS2)cc1,19.4,·,·
COc1cc(NC(=O)CN2CCN(c3ccccc3F)CC2)cc(OC)c1,-1.1,·,·
Cc1nn(C)cc1C(N)=O,-8.7,·,·
COCCCNC(=O)c1c(F)c(F)c(F)c(F)c1F,4.3,·,·
O=C(Cc1ccccc1)Nc1ccc2oc(-c3ccncc3)nc2c1,8.5,·,·
Cc1cc(N2CCCCCC2)nc(-c2ccccc2O)n1,-11.1,·,·
Cc1ccc(C)c(S(=O)(=O)N2CCC(c3nc4c(nnn4Cc4ccc(F)cc4)c(=O)[nH]3)CC2)c1,0.4,·,·
Clc1ccc(Nc2nc(NCCN3CCOCC3)nc(N3CCOCC3)n2)cc1,-15.4,·,·
CN(c1ccc(C(=O)O)cc1)S(=O)(=O)c1ccccc1,-13.5,·,·
COc1ccc(N2CCN(c3ccc(N)cc3C#N)CC2)cc1,-2.1,·,·
O=C(Nc1cccnc1Cl)c1ccc(S(=O)(=O)N2CCCCCC2)cc1,7.5,·,·
COc1ccc(S(=O)(=O)N(CC(=O)N2CCN(C)CC2)C2CCCCC2)cc1OC,-2.1,·,·
O=C(c1ccc(Cl)cc1)C1CCN(C(=O)C2CC2)CC1,1.1,·,·
COc1cc2cc3c(N)c(C(=O)NCc4ccco4)sc3nc2cc1OC,?,·,·
COc1cccc(C2/C(=C(/O)c3cnn(-c4ccccc4)c3C)C(=O)C(=O)N2CCN(C)C)c1OC (centres undefined),-9.6,·,·
COCCNC(=O)c1ccccc1NC(=O)c1ccccc1N(C)S(=O)(=O)c1ccccc1,-5.9,·,·
CC(=O)/C=N/Nc1ccccc1,-1.7,·,·
O=C(O)CCCC(=O)Nc1c(F)c(F)c(F)c(F)c1F,-6.8,·,·
O=C(CSC1=NC(=O)C(c2ccccc2)C(=O)N1)Nc1ccccc1Cl (centres undefined),-3.2,·,·
Cc1ccccc1/C=N\NC(=O)c1csnn1,27.3,·,·

# Profiles as entered above:
# `COc1ccc(NC(=S)Nc2ccc(OCc3ccccc3)cc2)cc1OC` as listed: esBAF inh = 13.3; LGR2 antag = ·; SIRT5 block = ·
# `COc1ccc(NC(=O)c2c(NC(=O)CNCc3ccco3)sc3c2CCC3)cc1` as listed: esBAF inh = 11.6; LGR2 antag = ·; SIRT5 block = ·

# The results go on.
SMILES,esBAF inh,LGR2 antag,SIRT5 block
COc1ccc(NC2CC(=O)N(c3ccccc3)C2=O)cc1 (centres undefined),?,·,·
CN(Cc1nc(-c2ccccn2)no1)S(=O)(=O)c1ccccc1,1.7,·,·
CC(=O)c1cc(C#N)c(Oc2ccc(F)cc2)nc1C,1.9,·,·
C[C@H]1CN([C@@H](C)CO)C(=O)Cc2cc(NC(=O)CCCN(C)C)ccc2O[C@H]1CN(C)Cc1ccc(-c2ccccc2)cc1,·,·,0.5
O=C(Nc1ccc(NC(=O)c2cccs2)cc1)c1ccc(Br)o1,·,-15.8,·
S=c1[nH]nc(COc2ccccc2)n1/N=C/c1ccccn1,·,4.3,·
N#C/C(=C\c1ccc(F)cc1)c1n[nH]c(Cn2cncn2)n1,·,1.6,·
Cc1nn(C)cc1C(=O)Nc1c(C)nn(Cc2ccccc2Cl)c1C,·,-15.5,·
COc1ccc(-c2nnn(Cc3nc(N)nc(N4CCCCC4)n3)n2)cc1,·,-10.1,·
COc1ccc(CC(=O)Nc2nc(-c3cccnc3)cs2)cc1,·,-15.3,·
COc1ccc(OC)c2[nH]c(=O)c(CCNC(=O)c3ccc(S(=O)(=O)N(C)C)cc3)cc12,·,1.5,·
CN(C)CCOC(=O)C12CC3CC(CC(C3)C1)C2,·,2.0,·
Cc1cccc(N(CC(=O)NCc2ccco2)C(=O)CCC(=O)Nc2ccccn2)c1,·,10.5,·
CSc1cccc(NC(=O)CCCOc2ccccc2)c1,·,-59.6,·
N#CC1=C(SCc2ccc(C#N)cc2)N=C(N)C(c2nc(-c3ccccc3)cs2)C12CCCCC2 (centres undefined),·,-8.9,·
Cc1ccc(N2CCCCn3c2nc2c3c(=O)n(CC(=O)O)c(=O)n2C)cc1,·,-0.7,·
Cc1cccc(OCCn2cc(/C=N/NC(=O)c3ccncc3)c3ccccc32)c1,·,3.7,·
O=C(CSc1nnc(CNC(=O)c2cccs2)o1)NCc1ccc(F)cc1,·,-8.3,·
CC(=O)NCCc1cc2cc(C)c(C)cc2[nH]c1=O,·,-17.9,·
CN(C)c1ccc(/C=C/C(=O)c2ccc(C(C)(C)C)cc2)cc1[N+](=O)[O-],·,-6.8,·
COc1ccc(C2C(C(C)=O)=C(O)C(=O)N2c2nccs2)cc1OC (centres undefined),·,3.3,·
CCc1ccc(C(=O)/C=C/c2ccc([N+](=O)[O-])o2)cc1,·,2.7,·
CCn1nc(C)c(C2C(C#N)=C(N)OC3=C2C(=O)CC(C)(C)C3)c1C (centres undefined),·,-6.7,·
Cc1ccc(CNC(=O)C2=NNC(=O)CC2)cc1,·,10.4,·
Cc1cccn2c(=O)c3cc(C(=O)O)n(C)c3nc12,·,14.5,·
Cc1ccc(N=Nc2c(N)nn3c(C)cc(C)nc23)cc1,·,-31.7,·
COc1ccc(C(=O)CSc2nnc(NC(=O)C3CC(=O)N(c4ccccc4C)C3)s2)cc1 (centres undefined),·,35.2,·
CCOC(=O)Cn1nc(-c2ccc(F)cc2)oc1=O,·,10.6,·
CCCCCNC(=O)N[C@H](C(=O)O)C(C)C,·,-1.4,·
Cc1ccc(Nc2nc(N)c([N+](=O)[O-])c(NCc3ccco3)n2)cc1C,·,-41.7,·
Cc1ccc(C)c(S(=O)(=O)NCc2ccc(C(=O)N3CCCCCC3)cc2)c1,·,-2.1,·
CCOc1cc(/C=C2/NC(=S)NC2=O)ccc1OCc1ccc([N+](=O)[O-])cc1,·,-1.2,·
CC(CO)(CO)NCc1ccc(-c2ccccc2)cc1,·,-1.8,·
Clc1ccccc1Cn1c(/C=C/c2ccco2)nc2ccccc21,·,-1.9,·
CCN(CC)S(=O)(=O)c1cccc(NC(=O)COc2ccc(C#N)cc2OC)c1,·,-23.4,·
O=C(COC(=O)c1cccc2ccccc12)NCCCc1ccccc1,·,4.1,·

# 3 entries out of the list above, arranged by the value under LGR2 antag, ascending.
SMILES,esBAF inh,LGR2 antag,SIRT5 block
Cc1ccc(Nc2nc(N)c([N+](=O)[O-])c(NCc3ccco3)n2)cc1C,·,-41.7,·
Cc1ccc(N=Nc2c(N)nn3c(C)cc(C)nc23)cc1,·,-31.7,·
CCCCCNC(=O)N[C@H](C(=O)O)C(C)C,·,-1.4,·

# Further structures
SMILES,esBAF inh,LGR2 antag,SIRT5 block
COC(=O)c1cc(NS(=O)(=O)c2ccc(NCc3cccnc3)c([N+](=O)[O-])c2)cc(C(=O)OC)c1,·,12.4,·
O=C(O)CN1C(=O)SC(Nc2ccc(C(=O)O)cc2)C1=O (centres undefined),·,7.3,·
O=C1NC2(CCc3ccccc3C2)C(=O)N1CCOc1cccc(Cl)c1 (centres undefined),·,12.9,·
COc1ccc(NC(=O)N2CCCCN3[C@@H](CO)[C@H](c4ccc(-c5ccccc5C)cc4)[C@@H]3C2)cc1,·,-4.0,·
CCCC(=O)Nc1ccc(NC(=O)C2CC2)cn1,·,-6.6,·
CC(C)(C)C(=O)Nc1ccccc1C(=O)OCC(=O)c1ccc2c(c1)OCCO2,·,-12.0,·
CCSc1nnc(NC(=O)C(NC(=O)c2ccc(Cl)cc2)C(C)C)s1 (centres undefined),·,27.0,·
O=C(c1cccnc1)N1CCCCN2[C@H](CO)[C@@H](c3ccc(C#Cc4cccnc4)cc3)[C@H]2C1,·,-9.3,·
N#C/C(=C\c1c[nH]c2ccccc12)c1nnc2n1CCCCC2,·,-4.0,·
CNc1ccc(NC(C)=O)cc1[N+](=O)[O-],·,-2.5,·
O=C(COc1ccc(S(=O)(=O)Nc2ccccc2)cc1)NCc1cccnc1,·,12.7,·

# Some of the compounds tested; count on the stated rates, not on these rows.
